Screens from PubChem BioAssay.
Spn DPM-DC inh: inhibitors of Streptococcus pneumoniae diphosphomevalonate decarboxylase; calls only at 10 µM; AID 556; hit rate 0.49% among 65,000; purified DPM-DC, PK/LDH coupled NADH fluorescence;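 active = the 320 compounds with the highest percent inhibition in the single-dose primary screen, excluding strongly autofluorescent ones, cut at about 32% in these data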;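 also: kinetic rate of NADH fluorescence loss reporting ADP formed by the decarboxylase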
Spn MK inh: blocks S. pneumoniae mevalonate kinase. purified MK, PK/LDH-coupled NADH absorbance 340 nm. AID 555. inhibition, % at 10 µM. hit rate 0.48% among 65,000;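 active = ranked among the strongest by inhibition in the single 10 µM screen, a fixed top-ranked set picked for dose follow-up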; also: no value below 0 was filed
Spn PMK inh: S. pneumoniae PMK inhibition | purified PMK, PK/LDH-coupled NADH absorbance 340 nm | inhibition, % at 10 µM | hit rate 0.49% among 65,000 | AID 539;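 active = top-ranked compounds by inhibition in the single 10 µM screen, taking a fixed number of the strongest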;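 also: 0% = full reaction with DMSO carrier and 100% = background rate without enzyme reaction; no value below 0 was filed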
Bfl-1 inhibitors: displacement of Bid BH3 peptide from Bfl-1 – biochemical, fluorescence polarization, FITC-Bid, mouse, primary screen (AID 432); FITC-Bid BH3 peptide fluorescence polarization displacement; higher % means a stronger effect; displacement, % at 20 µM, or IC50 in µM where a hit was titrated; hit rate 0.02% among 64,000; in the data active = a potency from the dose series; inactive = the rest, 99 in 100 with displacement below about 15%; also: strong numbers were not always called active
HT1080 viability: HT1080 cell viability loss – fluorescence readout (AID 620); cytotoxicity, % at 10 µM, or EC50 in µM where a hit was titrated; hit rate 0.42% among 87,000; HT1080 viability, fluorescence; higher % means a stronger effect;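 also: cells exposed to compound overnight then 4 h with Alamar Blue; 0% = vehicle DMSO and 100% = killing control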
HPDE-C7 cytotoxicity: HPDE-C7 pancreatic duct cell viability loss – fluorescence, HTS (AID 430); HPDE-C7 pancreatic duct cells viability, fluorescence; higher % means a stronger effect; hit rate 1.8% among 63,000; one-dose cytotoxicity, % at 10 µM; EC50 in µM for titrated hits;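 also: cells exposed to compound for 48 hours before viability readout; 0% = vehicle and 100% = reference cytotoxic drug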
KRASV12 cytotoxicity: cytotoxicity in KRAS-transformed pancreatic duct cells, primary screen, cell-based, fluorescence, HTS (AID 431) | HPDE-C7K KRASV12 cells, Alamar Blue viability, 48 h; higher % means a stronger effect | cytotoxicity, % at 10 µM, or EC50 in µM where a hit was titrated | hit rate 1.7% among 63,000;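 active = compounds whose percent cytotoxicity in the single-dose primary screen, scaled between solvent and toxic-drug controls, exceeds 50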;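 also: 0% = DMSO solvent wells and 100% = doxorubicin-treated wells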
LYP phosphatase: LYP phosphatase inhibitors, primary screen, biochemical, DiFMUP fluorescence, recombinant catalytic domain, 10 µM (AID 606) | 52,000 tested, under 10 active | one-dose inhibition, % at 10 µM; IC50 in µM for titrated hits | recombinant LYP catalytic domain, DiFMUP fluorescence; higher % means a stronger effect;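 active = IC50 under 40 µM in the dose-response test; inactive = IC50 of 40 µM or more, or never dose-tested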
TNAP inhibition: inhibition of tissue-nonspecific alkaline phosphatase – biochemical, luminescent (AID 518); purified TNAP enzyme, luminescent substrate readout; higher % means a stronger effect; inhibition, % at 20 µM; hits with a dose series show IC50 in µM; hit rate 0.09% among 64,000; in the data active = a potency from the dose series; inactive = the rest, 99 in 100 with inhibition below about 22%;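 also: plate controls were vehicle for no effect and reference inhibitor for full effect; many of its hits are not listed in these tables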
Spn PMK inh pilot replicates: recorded beside Spn PMK inh, whose call it bears; inhibition, %; measured here: pilot screen replicates
Spn MK inh pilot replicates: second read-out of Spn MK inh, no call of its own (marks repeat the call); inhibition, %; measured here: pilot screen replicates
Spn DPM-DC inh pilot screen %: further read-out of Spn DPM-DC inh, marked with its call; inhibition, %; measured here: pilot screen trials
Active calls of the source: *; i = inactive; . = no result given; + = active, no number. Rule as the data show it, unless noted: active = cytotoxicity above about 50%; inactive = the rest. The order is random; overall some 3.4% were active at least once.

SMILES | Spn DPM-DC inh | Spn MK inh | Spn PMK inh | Bfl-1 inhibitors | HT1080 viability | HPDE-C7 cytotoxicity | KRASV12 cytotoxicity | LYP phosphatase | TNAP inhibition | others
Cc1ccc2[nH]c(=O)c(CN(Cc3ccc4c(c3)OCO4)Cc3nnnn3Cc3ccco3)cc2c1 | i | 8.0 | 11.0 | 4.4% | -10.8% | -10.9% | 4.7% | . | 11.0% | Spn PMK inh pilot replicates=1.0;Spn MK inh pilot replicates=4.5;Spn DPM-DC inh pilot screen %=0.0
CCn1c(SCC(=O)OC)nc2sc3c(c2c1=O)CCC3 | i | 9.0 | 0.0 | 2.2% | . | 7.7% | -5.5% | -4.8% | 7.2%
c1nc2sc3c(c2c2nnnn12)CCC3 | . | 8.0 | 12.0 | 2.6% | 3.9% | 5.8% | 1.5% | 13.3% | -1.3%
COc1cc(OC)c(C#N)c(S(=O)Cc2ccccc2)c1 (stereo not given) | i | 0.0 | 0.0 | -0.9% | . | 10.6% | 4.9% | 4.8% | -0.1%
Cn1c(/C(C#N)=C/Nc2ccccn2)nc2ccccc21 | i | 0.0 | 6.0 | 7.1% | 2.4% | 2.9% | -17.8% | 15.5% | 0.2% | Spn PMK inh pilot replicates=0.0;Spn MK inh pilot replicates=1.5;Spn DPM-DC inh pilot screen %=10.0
c1ccc2c(-c3nc(C4CCCCC4)no3)cc(-c3ccncc3)nc2c1 | i | 0.0 | 16.0 | -7.4% | 20.1% | 6.7% | 13.0% | 4.6% | 21.8% | Spn PMK inh pilot replicates=6.5;Spn MK inh pilot replicates=1.0;Spn DPM-DC inh pilot screen %=0.0
Cc1nc(N(C)C)c2sc(=S)n(C)c2n1 | i | 8.0 | 8.0 | 5.1% | -2.5% | -10.4% | 6.2% | -12.7% | 9.2%
COc1ccc(-c2nc(CS(=O)(=O)CC(=O)NCCc3cc(OC)ccc3OC)c(C)o2)cc1 | i | 1.0 | 5.0 | 5.2% | -2.8% | -0.2% | 7.1% | . | -2.7%
O=C1CS/C(=N\C(=O)N2c3ccccc3Sc3ccccc32)N1 | i | 2.0 | 0.0 | -7.8% | 31.7% | 7.0% | 19.1% | 6.2% | 15.6% | Spn PMK inh pilot replicates=1.0;Spn MK inh pilot replicates=0.5;Spn DPM-DC inh pilot screen %=6.5
CCC12CC3CC(C1)CC(C(=O)O)(C3)C2 | i | 4.0 | 3.0 | -1.7% | -11.7% | 3.4% | 7.6% | 1.9% | 5.1%
COc1ccc(-c2nn3c(-c4ccco4)nnc3s2)cc1OC | + | 11.0 | 8.0 | 1.9% | -2.1% | -17.5% | -23.0% | 3.3% | 3.2%
CCCCCCOC(=O)C(C#N)c1nc2ccccc2nc1N1CCN(C)CC1 (stereo not given) | . | 5.0 | 10.0 | -2.0% | 11.2% | 64.2%* | 70.2%* | 2.0% | 26.3%
O=C(O)C1C(c2ccccc2)C(C(=O)OCCCO)C1c1ccccc1 (stereo not given) | i | 5.0 | 15.0 | -5.0% | -1.3% | 4.7% | 4.4% | . | 6.8%
O=C(NCc1cccs1)c1cnc2ccccn2c1=O | i | 0.0 | 4.0 | -7.4% | -2.2% | -13.8% | 5.9% | 3.8% | -2.5%
CS(=O)(=O)c1ccc(N)cc1 | i | 2.0 | 2.0 | 7.3% | -1.9% | -4.3% | 7.6% | 8.4% | 7.2%
CS(=O)(=O)N(CC(=O)NCC1CCCO1)c1cc(Cl)cc(Cl)c1 (stereo not given) | i | 4.0 | 8.0 | -4.1% | -12.1% | -6.3% | -16.4% | . | -1.7%
COc1ccc(-c2cn3cccnc3n2)cc1NC(=O)C1CC1 | i | 0.0 | 18.0 | -22.6% | 11.7% | -15.7% | -12.8% | 5.5% | 2.8%
COc1ccccc1NC(=O)CN1C(=O)C(C)Oc2ccccc21 (stereo not given) | i | 3.0 | 13.0 | 0.1% | -1.4% | 2.3% | 2.2% | . | 16.3%
COc1ccccc1N1CCN(c2nc(-c3ccccc3)cc(C(F)(F)F)n2)CC1 | i | 1.0 | 4.0 | -6.7% | -7.7% | 10.1% | 5.3% | 4.6% | 15.2%
COC(=O)Cc1c(C)c2ccc(OCC(C)=O)c(C)c2oc1=O | . | 6.0 | 8.0 | -5.1% | 16.3% | 5.3% | 11.3% | 6.3% | 9.4%
CC(=O)OCCOc1nc(N(C)C)nc(N(C)C)n1 | i | 2.0 | 22.0 | -9.7% | 26.2% | -7.4% | -13.1% | . | 22.6%
COc1ccc(-c2cc(OC)c3c(C)oc(C)c3c(=O)c2)cc1OC | i | 8.0 | 10.0 | 2.1% | -8.1% | 10.2% | 12.5% | . | 3.8%
CCCOc1ccc(C2C(C(=O)c3ccc(C)o3)=C(O)C(=O)N2CCCn2ccnc2)cc1 (stereo not given) | i | 10.0 | 0.0 | 8.0% | 12.1% | 7.5% | 0.4% | 24.8% | 13.1%
CCOc1ccccc1N1CCN(c2nc(N)c(C#N)c(CC#N)c2C#N)CC1 | i | 8.0 | 0.0 | -8.8% | 5.2% | -4.2% | -11.4% | 4.8% | 12.1% | Spn PMK inh pilot replicates=2.0;Spn MK inh pilot replicates=2.0;Spn DPM-DC inh pilot screen %=3.5
CCOc1ccc(-c2cc(C(=O)O)c3ccccc3n2)c(OCC)c1 | i | 6.0 | 0.0 | . | -5.4% | . | . | 2.3% | .

Entries listed so far that contain a furan ring, fused or not (four):
SMILES | Spn DPM-DC inh | Spn MK inh | Spn PMK inh | Bfl-1 inhibitors | HT1080 viability | HPDE-C7 cytotoxicity | KRASV12 cytotoxicity | LYP phosphatase | TNAP inhibition | others
Cc1ccc2[nH]c(=O)c(CN(Cc3ccc4c(c3)OCO4)Cc3nnnn3Cc3ccco3)cc2c1 | i | 8.0 | 11.0 | 4.4% | -10.8% | -10.9% | 4.7% | . | 11.0% | Spn PMK inh pilot replicates=1.0;Spn MK inh pilot replicates=4.5;Spn DPM-DC inh pilot screen %=0.0
COc1ccc(-c2nn3c(-c4ccco4)nnc3s2)cc1OC | + | 11.0 | 8.0 | 1.9% | -2.1% | -17.5% | -23.0% | 3.3% | 3.2%
COc1ccc(-c2cc(OC)c3c(C)oc(C)c3c(=O)c2)cc1OC | i | 8.0 | 10.0 | 2.1% | -8.1% | 10.2% | 12.5% | . | 3.8%
CCCOc1ccc(C2C(C(=O)c3ccc(C)o3)=C(O)C(=O)N2CCCn2ccnc2)cc1 (stereo not given) | i | 10.0 | 0.0 | 8.0% | 12.1% | 7.5% | 0.4% | 24.8% | 13.1%

The list goes on.
SMILES | Spn DPM-DC inh | Spn MK inh | Spn PMK inh | Bfl-1 inhibitors | HT1080 viability | HPDE-C7 cytotoxicity | KRASV12 cytotoxicity | LYP phosphatase | TNAP inhibition | others
CCOc1ccccc1N1C(=O)CC(Sc2ncccc2C(=O)O)C1=O (stereo not given) | i | 4.0 | 4.0 | -0.2% | -6.7% | -35.3% | -2.7% | . | 14.1% | Spn PMK inh pilot replicates=0.0;Spn MK inh pilot replicates=0.0;Spn DPM-DC inh pilot screen %=6.5
COc1ccc(S(=O)(=O)NCC(c2cccnc2)N2CCN(c3ccc(F)cc3)CC2)cc1C (stereo not given) | i | 13.0 | 9.0 | -9.9% | 2.3% | -2.6% | 3.4% | 16.9% | 2.8% | Spn PMK inh pilot replicates=5.5;Spn MK inh pilot replicates=3.0;Spn DPM-DC inh pilot screen %=2.5
COC(=O)c1c(NC(=O)CN2CCN(C(=O)c3ccco3)CC2)c2cc(C)ccc2n1C | i | 11.0 | 6.0 | -9.5% | 5.2% | -0.4% | -0.6% | -1.5% | 9.7%
Cn1c(SCc2ccccc2F)nnc1-c1cnccn1 | i | 0.0 | 7.0 | -2.0% | 0.6% | 4.4% | 11.3% | -3.8% | 1.9%
CC(C)c1ccc2oc(=O)cc(CN3CCN(c4ccc(F)cc4)CC3)c2c1 | i | 6.0 | 8.0 | -2.4% | -4.8% | 1.6% | 16.0% | . | 9.8%
N=c1c(C(=O)NCc2ccc(F)cc2)cc2c(=O)n3ccccc3nc2n1Cc1ccco1 | i | 0.0 | 7.0 | 10.9% | 13.3% | -2.5% | -3.9% | -3.0% | 9.8%
CCN(CCNC(=O)C1CCCN(Cc2nc(-c3ccc(OC)cc3)oc2C)C1)c1ccccc1 (stereo not given) | i | 0.0 | 13.0 | -0.5% | 15.0% | 67.8%* | 62.7%* | . | 20.9%
C=CCSc1nc(C)c(CC=C)c(=O)[nH]1 | i | 8.0 | 0.0 | -9.6% | -1.2% | -12.5% | -6.6% | . | 16.1%
CCCCn1c(N2CCC(Cc3ccccc3)CC2)nc2c1c(=O)[nH]c(=O)n2C | i | 8.0 | 7.0 | -4.9% | -12.3% | -10.9% | 29.8% | 15.6% | 8.6%
COc1ccc(C2(CNC(C)=O)CCOCC2)cc1OC | i | 4.0 | 6.0 | -2.7% | -0.8% | -9.6% | -4.7% | 1.0% | 10.0%
CC(C)Sc1nc(O)c(Cc2ccccc2)c(=O)[nH]1 | i | 6.0 | 0.0 | -0.4% | . | 2.3% | -4.9% | . | -4.5%
Cc1cc(NC(=O)c2cccc(C(=O)Nc3cc(C)on3)n2)no1 | i | 10.0 | 9.0 | -2.4% | -1.7% | 0.5% | 1.3% | 7.5% | -3.3%
COc1ccc(C(=O)n2nc(-c3ccco3)nc2SC)cc1OC | i | 3.0 | 5.0 | 8.0% | -6.0% | 10.0% | 9.2% | 7.1% | 6.5%
Cc1ccc(NC(=O)CS(=O)CC(=O)Nc2ccc(N3CCOCC3)cc2)cc1Cl (stereo not given) | i | 6.0 | 3.0 | -2.6% | -3.2% | -8.2% | -4.8% | 2.7% | 4.3%
COc1ccc(CCCNC(=O)CC#N)cc1OC | i | 3.0 | 5.0 | -7.6% | -3.9% | 37.6% | 3.4% | 9.7% | 9.5%
O=C(CSc1nc2c(c(=O)n1-c1ccc(Cl)cc1)SCC2)N1CCCC1 | i | 8.0 | 0.0 | 0.7% | -1.5% | 1.6% | -4.3% | -0.1% | 12.9%
COc1ccc(CCNC(=O)c2cc(-c3ccccc3OC)on2)cc1OC | i | 1.0 | 5.0 | -6.8% | -10.2% | -4.9% | -0.5% | . | 7.7%
CCOc1ccc(NC(=O)NC2CCOC(C)(C)C2)cc1 (stereo not given) | i | 2.0 | 20.0 | -5.1% | 13.8% | -4.0% | -2.5% | . | 1.8%
COc1ccccc1N1CCN(S(=O)(=O)c2c(C)ccc3nsnc23)CC1 | i | 2.0 | 17.0 | -4.3% | 13.5% | -0.1% | -4.2% | 1.9% | 2.3%
COc1ccc(-n2ncc3c(N4CCN(c5cccc(C)c5C)CC4)ncnc32)cc1 | i | 6.0 | 13.0 | 1.6% | -1.5% | -4.5% | -3.3% | 11.3% | 24.0% | Spn PMK inh pilot replicates=1.5;Spn MK inh pilot replicates=0.0;Spn DPM-DC inh pilot screen %=3.0
CSc1nc2sc3c(c2c2nnnn12)CC(C)(C)OC3 | i | . | 13.0 | -8.6% | -11.5% | 2.5% | -6.2% | . | 9.3%
Nc1nc2n(n1)C(c1cccc(Br)c1)CC(c1ccccc1)N2 (stereo not given) | i | 7.0 | 9.0 | -0.5% | 1.0% | 5.6% | -3.0% | 6.2% | 14.5% | Spn PMK inh pilot replicates=0.0;Spn MK inh pilot replicates=1.0;Spn DPM-DC inh pilot screen %=0.5
